TrxR1 inh = qHTS Assay for Inhibitors of Mammalian Selenoprotein Thioredoxin Reductase 1 (TrxR1): qHTS; 1% of 390,000 active; recombinant rTrxR1, NADPH fluorescence consumption, selenite substrate; Thioredoxin reductase 1, cytoplasmic (Rattus norvegicus), O89049; AID 588453, 2011; Potency, µM (series often up to 114 µM), without a hit: at the top dose activity change, negative = inhibition, hits mostly inhibitors; also: % is scaled to controls: 0 for no effect and ±100 for the full control effect; nearly all actives have a fitted effect of over 65% in size
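Rat TrxR1 (90 nM in the dispensed reagent) was pre-reduced with 400 uM NADPH for 5 min at room temperature, then incubated with compound for 15 min. After 400 uM selenite was added, NADPH fluorescence (Ex 340/Em 450 nm) was followed for 8 min.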
Pin1 inhibitor = qHTS Assay to Find Inhibitors of Pin1. Peptidyl-prolyl cis-trans isomerase NIMA-interacting 1 (Homo sapiens), Q13526. Pin1 FP peptide displacement, HiFluor488, 10 min. Potency, µM (doses to about 115 µM), for the others: top-dose activity, negative = inhibition, usual class: inhibitors. 0.009% of 390,000 active; active = well fitted inhibition curve with a large enough effect in the polarisation, with a control signal flat, not every such curve was filed as active; inconclusive = small, poorly fitted or top-dose-only effect, or effect the other way, or a change in a side signal; inactive = no such curve, though single readings can be large or run the other way; the % refers to the polarisation; also: % is scaled to controls: 0 for no effect and ±100 for the full control effect
12-LOX inh = Primary qHTS assay for inhibitors of human arachidonate 12S-lipoxygenase (ALOX12): Round 2; AID 1671190, 2021; 1.1% of 580,000 active; Polyunsaturated fatty acid lipoxygenase ALOX12 (Homo sapiens), P18054; purified 12hLO, xylenol orange hydroperoxide absorbance; Potency, µM (top dose mostly 108 µM), inactives show top-dose activity change, negative = inhibition, hits mostly inhibitors; also: % is scaled to controls: 0 for no effect and ±100 for the full control effect
Target sequence (P18054 whole entry, looked up): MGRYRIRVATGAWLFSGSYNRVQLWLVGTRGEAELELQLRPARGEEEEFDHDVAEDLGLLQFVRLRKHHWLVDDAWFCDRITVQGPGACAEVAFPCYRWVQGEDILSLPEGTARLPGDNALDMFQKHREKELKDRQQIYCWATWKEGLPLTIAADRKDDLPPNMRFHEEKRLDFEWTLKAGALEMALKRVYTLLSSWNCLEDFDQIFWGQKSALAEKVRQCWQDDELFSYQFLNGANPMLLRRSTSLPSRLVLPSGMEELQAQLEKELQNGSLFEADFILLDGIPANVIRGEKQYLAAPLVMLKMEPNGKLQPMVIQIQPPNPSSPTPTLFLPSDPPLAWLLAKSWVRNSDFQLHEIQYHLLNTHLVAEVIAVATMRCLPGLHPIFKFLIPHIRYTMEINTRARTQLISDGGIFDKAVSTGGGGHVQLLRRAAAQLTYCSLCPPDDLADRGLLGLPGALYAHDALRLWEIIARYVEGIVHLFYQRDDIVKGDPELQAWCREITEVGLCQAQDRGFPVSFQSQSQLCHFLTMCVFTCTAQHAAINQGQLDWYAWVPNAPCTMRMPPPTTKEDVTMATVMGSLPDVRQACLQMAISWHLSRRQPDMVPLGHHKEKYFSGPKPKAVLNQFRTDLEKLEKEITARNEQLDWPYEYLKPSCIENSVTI
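Purified human 12hLO at 150 nM in 25 mM Hepes, 0.01% Triton X-100, pH 7.0, preincubated 15 min at room temperature with compound. Reaction started with 40 uM arachidonic acid, 30 min at room temperature. Hydroperoxide measured by Fe-xylenol orange, 573/405 nm absorbance ratio.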
PGK inhibitor = qHTS Assay to Find Inhibitors of Phosphoglycerate Kinase; PGK/GAPDH coupled, Kinase-Glo luminescence, 60 min; 0.043% of 380,000 active; Potency, µM (top dose mostly 57.5 µM), for the others: at the top dose activity change, negative = inhibition, most hits filed as inhibitors; Phosphoglycerate kinase, glycosomal (Trypanosoma brucei brucei), P07378; also: % is scaled to controls: 0 for no effect and ±100 for the full control effect; nearly all actives have a fitted effect of over 60% in size
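Luminescent ATP detection (Kinase-Glo Plus) follows a 60-minute room-temperature incubation, with wells lacking PGK as controls. Buffer: 100 mM TEA (pH 7.6), 5 mM MgCl2, 0.01% Tween-20. Coupling enzyme GAPDH (100 nM final) supplies unstable 1,3-BPG in-well.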
ERG-DNA inh = qHTS for Small Molecule Inhibitors of the ERG Ets/DNA interaction; 0.028% of 370,000 active; fluorescence polarization, His-ERG Ets domain / labelled DNA; Transcriptional regulator ERG (Homo sapiens), P11308; Potency, µM (highest dose often 76.9 µM), for inactives: top-dose FP activity, negative = inhibition, most hits filed as inhibitors; active = well fitted inhibition curve with a large enough effect in the polarisation, with a control signal flat; inconclusive = small, poorly fitted or top-dose-only effect, or effect the other way, or a change in a side signal; inactive = no such curve, though single readings can be large or run the other way; the % refers to the polarisation;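 also: polarization taken with two DNA probes labelled with fluorescein and Texas red; % of control where 0% means no effect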
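His-tagged ERG Ets domain (1 uM in the protein solution; 300mM KCl, 50mM Tris-HCl, 1mM EDTA, 1mM DTT, pH 7.5) received compound, then a probe mix of 5 nM fluorescein-DNA and 100nM Texas-615-DNA. Fluorescence polarization was read for both dyes.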
GLS inhibitor = qHTS for Inhibitors of Glutaminase (GLS) | Glutaminase kidney isoform, mitochondrial (Homo sapiens), O94925 | GLS enzymatic activity, qHTS titration | Potency, µM (top dose mostly 45.5 µM), for inactives: at the top dose activity change, negative = inhibition, actives largely listed as inhibitors | 0.21% of 410,000 active | AID 624170, 2012; also: % is scaled to controls: 0 for no effect and ±100 for the full control effect
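Glutamate formation by hKGA was monitored fluorometrically using coupled glutamate oxidase, HRP and Amplex Red. Substrate was added as 1 mM L-glutamine solution; incubation was 30 min at RT after an initial read.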
HP1b binding inh = HTS for Inhibitors of HP1-beta Chromodomain Interactions with Methylated Histone Tails. 0.56% of 390,000 active. AlphaScreen HP1-beta / biotin-H3K9me3 peptide binding. AID 540317, 2011. Chromobox protein homolog 1 (Homo sapiens), P83916. Potency, µM (highest dose often 114 µM), for the others: top-dose activity change, negative = inhibition, usual class: inhibitors; also: nearly all actives have a fitted effect of over 70% in size; inactives centre near 23
Target sequence (P83916 whole entry, looked up): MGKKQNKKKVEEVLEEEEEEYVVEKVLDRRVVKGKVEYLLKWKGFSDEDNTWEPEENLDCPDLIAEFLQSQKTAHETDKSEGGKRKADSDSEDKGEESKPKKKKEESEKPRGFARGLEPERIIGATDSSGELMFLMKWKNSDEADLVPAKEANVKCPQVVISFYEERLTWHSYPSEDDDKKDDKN
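Compound inhibition of the preformed complex between 50 nM HP1-beta and 50 nM biotinylated H3K9me3 peptide was read by AlphaScreen. Buffer was PBS pH 7.4 with 0.01% Tween-20. Incubations ran 30 min at room temperature, with 10 ug/mL donor/acceptor beads.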
JMJD2A Tudor inh = qHTS Assay for Inhibitors of JMJD2A-Tudor Domain; Lysine-specific demethylase 4A (Homo sapiens), O75164; AlphaScreen JMJD2A-Tudor / H3K4me3 peptide binding; Potency, µM (titrated, usually from 114 µM), for inactives: top-dose activity change, negative = inhibition, usual class: inhibitors; 4.4% of 390,000 active; AID 504339, 2011; also: % is scaled to controls: 0 for no effect and ±100 for the full control effect; nearly all actives have a fitted effect of over 50% in size
RGS4 inhibitor = Inhibitors of Regulator of G Protein Signaling (RGS) 4: qHTS | Regulator of G-protein signaling 4 (Homo sapiens), P49798 | Transcreener GDP fluorescence polarization, RGS4-accelerated GTP hydrolysis | Potency, µM (series often up to 114 µM), without a hit: at the top dose activity change, negative = inhibition, most hits filed as inhibitors | 0.039% of 390,000 active; also: % is scaled to controls: 0 for no effect and ±100 for the full control effect; nearly all actives have a fitted effect of over 75% in size; some results filed as inactive show a strong effect at the top dose
Target sequence (P49798 whole entry, looked up): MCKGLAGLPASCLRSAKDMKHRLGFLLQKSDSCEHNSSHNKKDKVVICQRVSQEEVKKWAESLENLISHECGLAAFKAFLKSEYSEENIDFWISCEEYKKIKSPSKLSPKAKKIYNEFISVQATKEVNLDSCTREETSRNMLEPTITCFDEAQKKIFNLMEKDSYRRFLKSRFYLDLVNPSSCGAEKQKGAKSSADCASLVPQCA
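MLSMR compounds (23 nl, pin-transferred) preincubated 10 min at room temperature with a 500nM (2x) first reagent, then RGS4 at 900nM (2x) plus Transcreener GDP mix added; fluorescence polarization (620/688 nm) read before and after 90 min at 30 °C.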
Numbers without * were called inactive; i = inactive; u = inconclusive; x = no result given; & = joins results of further samples; ! = not confirmed by another sample; [ ] = another dose, or the depositor's remark. Unless noted, calls follow the shape of the dose curve; as a rule, active = well fitted curve in the direction sought with a large enough effect; inconclusive = small, poorly fitted or top-dose-only effect, or another doubt; inactive = no such curve, though single readings can be large; an effect the other way counts as inactive or inconclusive. Potency is read from the fitted curve at half-maximal effect. This is a subset; rates above refer to the full screens.

SMILES	TrxR1 inh	Pin1 inhibitor	12-LOX inh	PGK inhibitor	ERG-DNA inh	GLS inhibitor	HP1b binding inh	JMJD2A Tudor inh	RGS4 inhibitor
CCCC(=O)n1nc(-c2cccnc2)nc1N	-12.4%	-2.2%	-5.2%	-1.7%	4.4%	x	24.3%	16.8%	-5.8%
CCOC(=O)Cc1csc(NC(=O)CSc2nnc(-c3ccncc3)n2Cc2ccco2)n1	-25.2%	1.2%	0.0%	3.5%	-8.9%	5.4%	31.2%[activator]	-13.9%	13.0%
O=C1CC(NC2CCN(C(=O)c3cccc(F)c3)CC2)C(=O)N1 (stereo not given)	8.1%	-11.9%	-13.5%	-0.7%	6.4%	11.2µM*	7.6%	-3.8%	-5.8%
COc1cc(Cl)c(C)cc1NC(=O)c1nn(-c2ccc(C)cc2)c(=O)n(C)c1=O	18.8%[57.1 µM]	-1.1%	10.6%	1.3%	-1.4%	-1.2%	22.6%[57 µM]	-13.7%	-11.0%
CN(C)C(=O)C[n+]1ccc(C(N)=O)cc1	-7.1%	-6.5%	309.6%[activator]	-3.6%	-7.8%	0.0%	28.8%	-0.3%	36.2%
CCOc1ccc(C(=O)N(Cc2ccccc2)c2cccc(C)c2)cc1OC	11.4%	6.8%	1.2%	1.5%	4.8%	-1.3%	59.9%[activator]	3.7%	-6.2%
N#Cc1ccc(S(=O)(=O)NCC(=O)OCC(=O)N2CCCC2=O)cc1	9.3%	-7.7%	-8.6%	-5.6%	0.9%	-0.3%	14.2%	-8.2%	3.2%
NCCCS(=O)(=O)O	10.6µM*!	-6.9%&-1.3%	u	-2.7%&2.0%	-5.6%&-6.7%	-2.8%&-2.1%	10.3%&7.7%	0.7%&-9.7%	-0.9%[56.9 µM]
Cc1cc(-c2ccccc2)n2nc(C)c(-c3ccccc3)c2n1	20.1%	0.6%	8.6%	-8.7%	-7.8%	6.7%	66.9%[activator]	2.1%	17.6%
Cc1ccc(C)c(Oc2cc(F)nc(N)n2)c1	11.4%[57.1 µM]	6.0%	28.5%	-12.7%	7.3%	-12.1%	24.1%	8.5%	6.9%
Cc1ccc2nc(NC(=S)NC(=O)c3cccs3)sc2c1	-8.6%	14.0%	-2.5%	-6.8%	-6.2%	7.3%	-5.3%	u	-43.1%
Cc1ccc(S(=O)(=O)N2CCN(c3nc(-c4ncco4)nc4ccccc34)CC2)cc1	7.7%	u	x	x	x	x	0.9%	-35.4%	-46.2%
O=S(=O)(NC(=S)NC1CCCCC1)c1cccs1	u	-4.8%	u	i	6.0%	-0.4%	0.3%	-13.1%	-25.0%
COc1ccccc1NC(=O)Nc1nc(CC(=O)Nc2cccc(F)c2)cs1	-9.7%	5.4%	-10.0%	3.0%	0.0%	-18.4%	3.0%	-33.6%	11.8%
N#C/C(=C\c1ccc(OCc2cccc(C(=O)O)c2)cc1)C(=O)NCc1ccco1	-16.7%	-4.1%	-13.1%	-1.1%	-14.4%	-11.7%	5.2%	-24.2%	-11.3%
CCOC(=O)C(C)Sc1ccc2nnc(CCNS(=O)(=O)c3ccc(C)cc3)n2n1 (stereo not given)	17.2%&9.3%	0.5%&1.5%	0.0%&-19.1%	-3.3%&-7.8%	-9.9%&3.3%	1.4%&-15.1%	21.7%&43.1%	-6.2%&-4.4%	-7.5%&10.0%
COc1cccc(-c2nc(CS(=O)(=O)CC(=O)N3CCN(c4ccccc4)CC3)c(C)o2)c1	44.6%	-6.6%	-20.0%	-1.8%	-2.4%	5.7%	7.8%	u	-8.3%
COc1ccc(CCNS(=O)(=O)c2ccccc2)cc1OC	-8.2%	-2.2%	0.0%	i	-1.7%	7.9%	14.9%	-10.1%	-22.2%
COc1ccc(S(=O)(=O)Nc2ccc3c(c2)N(C(C)=O)CCC3)cc1F	12.3%[57.1 µM]	1.0%	-14.6%	-7.2%	-1.5%	5.0%	13.1%	-10.9%	1.6%
CN1CCN(C(=O)C2CC(c3c(F)cccc3Cl)=NO2)CC1 (stereo not given)	1.3%	-5.1%	13.3%	-9.4%	x	-3.5%	20.1%	-11.6%	6.3%
C[N+](C)(C)CCN1C(=O)CSC1=O	-12.9%	-4.0%	-23.9%	-0.7%	-8.8%	-13.1%	28.1%	-7.2%	-14.0%
Nc1c(-c2ccc(Cl)cc2)cnc2c(-c3ccc(F)cc3)cnn12	31.3%	-8.5%	17.6%	-2.4%	5.4%	-8.4%	40.2%[activator]	-3.3%	9.2%
COc1ccc(-c2[nH]c(-c3ccccc3)nc2SCC(=O)Nc2ccc3c(c2)OCCO3)cc1	-7.2%	u	-19.2%	-6.6%	3.2%	-9.5%	-7.8%	u	-28.0%
O=C(Cc1c(F)cccc1Cl)Nc1cccnc1	8.9%	1.9%	-8.6%	-3.3%[11.5 µM]	x	-0.3%	16.8%	-14.3%	-7.6%
COc1ccc(CNC(=O)[C@H](Cc2c[nH]c3ccccc23)NC(=O)[C@@H]2Cc3ccccc3CN2)cc1	9.1%[57.1 µM]	9.6%	-12.3%	i	11.6%	-0.3%	21.1%	-17.0%	-17.1%
Additional structures:
SMILES	TrxR1 inh	Pin1 inhibitor	12-LOX inh	PGK inhibitor	ERG-DNA inh	GLS inhibitor	HP1b binding inh	JMJD2A Tudor inh	RGS4 inhibitor
Cn1cc([N+](=O)[O-])c(C(=O)NC2CCCCCC2)n1	7.5%	-2.6%	1.4%	-3.7%	-0.9%	8.2%	17.3%	-1.8%	15.5%
Cc1onc(C(=O)NCc2cccs2)c1[N+](=O)[O-]	12.8%	-0.8%	-3.8%	-2.0%	0.1%	0.2%	48.6%[activator]	0.7%	-1.9%
c1ccc(N2CCN(c3ncnc4c3oc3ccccc34)CC2)cc1	33.7%	17.9%	0.4%	2.1%	8.0%	17.2%	-0.6%	-8.8%	-19.6%
CN(Cc1ccno1)Cc1cn(Cc2ccccc2)nc1-c1ccc2c(c1)OCO2	0.8%	-1.4%	-9.6%	-0.7%	13.1%	8.6%	20.4%	-25.5%	4.8%
O=C(O)c1ccc(COc2ccc3ccccc3c2/C=C2/NC(=O)N(Cc3ccc(F)cc3)C2=O)cc1	11.6%[57.1 µM]	x	6.7%	u	3.8%	u	u	20µM*	u
Cc1oc2ccc(O)cc2c1C(=O)c1ccc(Cl)cc1	13.9%[57.1 µM]	-5.5%	19.7%	5.9%	-16.0%	2.2%	6.0%	-14.3%	12.2%
COc1ccc(-c2cc3n(n2)CCc2nc4ccccc4n2-3)cc1	14.9%	5.1%	-23.1%	-5.5%	-2.4%	1.8%	28.7%	-5.4%	-24.0%
O=C(c1cc2ccccc2oc1=O)N1CCN(C(=O)C2CCCO2)CC1 (stereo not given)	3.4%	-14.8%	10.2%	i	4.8%	-0.4%	56.5%[activator]	-11.4%	u
Cc1nc([N+](=O)[O-])c(Sc2nc3ccccc3n2C)n1Cc1ccccc1	6.31µM*	-0.4%	-13.1%	-11.9%	-8.3%	0.4%	9.3%	-25.0%	u
COc1ccc(Cl)cc1C(=O)Nc1ccc(-c2nnc3n2CCCCC3)cc1	16.2%	-4.2%	-12.5%	-4.5%	11.2%	3.6%	11.8%	-14.2%	19.4%
Cc1ccc(S(=O)(=O)/N=C/N(C)C)cc1	5.7%	-8.1%	7.5%	-1.7%	-0.6%	5.0%	15.2%	-6.8%	-15.0%
O=Cc1cn(-c2ccccc2)nc1-c1cc2ccccc2oc1=O	-11.5%	1.6%	6.7%	-0.4%	4.2%	-1.2%	3.8%	-24.0%	-12.5%
COc1ccc(C(=O)Oc2ccc(/C=N/NC(=O)Cc3ccc([N+](=O)[O-])cc3)cc2)cc1	1.7%	2.0%	-13.5%	-8.8%	-0.4%	-0.5%	6.6%	u	4.1%
CC(=O)N1CCN(c2ccc(NC(=O)c3ccc4c(c3)OCCO4)cc2)CC1	17.2%	3.9%	2.3%	-9.4%	x	61.7%[activator]	3.6%	-10.1%	-6.2%
CCC(/C=N/Nc1ccc(S(=O)(=O)N2CCCC2)cc1[N+](=O)[O-])CC	8.8%[57.1 µM]	-9.7%	-6.4%	-9.9%	-18.3%	6.8%	-1.0%	-10.5%	3.9%
O=C(N/N=C/c1ccc(OC(=O)c2ccc([N+](=O)[O-])cc2)cc1)c1cccnc1	7.7%	-8.0%	0.1%	-13.9%	4.1%	-3.1%	35.3%[activator]	-23.3%	-23.9%
COc1ccccc1NS(=O)(=O)c1cc2c3c(c1)CC(=O)N3CCC2	14.2%	-2.3%	2.0%	-2.8%	5.9%	9.3%	38.7%[activator]	-6.0%	-8.7%
C/C(Cn1cnc([N+](=O)[O-])n1)=N\NC(=O)c1ccccc1F	-5.6%	2.3%	0.0%	-1.9%	-0.8%	-6.1%	28.1%	-1.4%	-31.6%
CC(C)CC(=O)N(c1nnc(-c2cccnc2)s1)C1CCCC1	10.2%	2.5%	0.0%	-0.5%	8.0%	5.0%	60.9%[activator]	-4.9%	-14.4%
